# Screening results from PubChem.
# USP2a inh: inhibitors of human ubiquitin-specific protease USP2a | O75604 | USP2 core, Ub-CHOP2 coupled fluorogenic reporter, 485/531 | Potency, µM (highest dose often 38.3 µM), for the others: at the highest dose activity change, negative = inhibition, actives largely listed as inhibitors | 0.01% of 330,000 active;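 also: potency is read from the fitted curve at half-maximal effect; plate controls were DMSO wells for no effect and full inhibition by NEM control for full effect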
# Target sequence (O75604 whole entry, looked up): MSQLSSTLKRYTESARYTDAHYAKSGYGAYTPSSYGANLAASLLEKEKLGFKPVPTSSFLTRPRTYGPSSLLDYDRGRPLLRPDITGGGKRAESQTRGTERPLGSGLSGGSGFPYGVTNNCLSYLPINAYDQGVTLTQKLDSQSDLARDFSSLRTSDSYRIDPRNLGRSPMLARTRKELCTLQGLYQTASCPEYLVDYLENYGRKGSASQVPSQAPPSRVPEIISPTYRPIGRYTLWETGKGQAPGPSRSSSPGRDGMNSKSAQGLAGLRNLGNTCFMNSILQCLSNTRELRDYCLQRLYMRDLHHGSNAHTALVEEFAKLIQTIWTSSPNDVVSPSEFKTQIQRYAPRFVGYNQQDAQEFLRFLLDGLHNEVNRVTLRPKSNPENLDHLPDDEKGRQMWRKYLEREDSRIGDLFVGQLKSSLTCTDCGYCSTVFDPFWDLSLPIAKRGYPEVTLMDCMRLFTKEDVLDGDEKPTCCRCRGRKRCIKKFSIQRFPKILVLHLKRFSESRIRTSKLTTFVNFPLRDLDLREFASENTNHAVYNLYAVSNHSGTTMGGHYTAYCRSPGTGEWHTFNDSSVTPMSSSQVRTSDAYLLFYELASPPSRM
#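 Cell-free coupled assay: 10nM USP2 core preincubated 30min RT with compound in Tris-HCl pH 8.0/CaCl2/CHAPS buffer, then 25nM Ub-CHOP2 and 25nM reporter substrate; fluorescence (Ex 485/Em 531) read after 60min RT, normalized to NEM inhibition, concentration-response curves fitted.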
# TSHR antag: human thyrotropin receptor antagonism; P16473; activity change, negative = inhibition, % at 11.5 µM; 0.2% of 330,000 active; TSHR-expressing cells, TSH-stimulated cAMP HTRF, 2 h; hits give low values; AID 504810;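 active = activity change below a set negative limit, meaning inhibition stronger than a set level, cut at about -70% in these data; inconclusive = activity change between two set negative limits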; also: % is scaled to controls: 0 for no effect and ±100 for the full control effect
#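 TSHR-expressing cells were treated with compounds, then stimulated with TSH at EC80 (4nM final) for 2 hours at 37 deg C. Cellular cAMP was measured by HTRF competition between lysate cAMP and cAMP-d2 for a cryptate-labelled anti-cAMP antibody.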
# ELG1 repair inh: ELG1-dependent DNA repair inhibition | HEK293T ELG1-luciferase reporter, luminescence, 16 h; DNA damage induced by 5-fluorouridine | Potency, µM (highest dose often 46.1 µM), without a hit: at the top dose activity change, negative = inhibition, actives largely listed as inhibitors | 2.3% of 330,000 active | AID 504467; also: potency is read from the fitted curve at half-maximal effect; % is scaled to controls: 0 for no effect and ±100 for the full control effect; nearly all actives have a fitted effect of over 55% in size
#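 Overnight (16 hr) co-exposure of 2,000 cells/well to 5-fluorouridine and compound at 37 °C preceded detection. Luciferase was quantified via ONE-Glo luminescence; loss of signal denotes inhibition.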
# TCR activator: T cell receptor activation | AID 504894 | Potency, µM (doses to about 9.22 µM), for inactives: top-dose activation of IL-2 secretion, usual class: activators | primary human leukocytes, anti-CD3, IL-2 HTRF, 48 h | 330,000 tested, under 10 active; also: % of control where 0% means no effect
#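 48 hr co-incubation of compounds, a-CD3 beads and primary human leukocytes; IL-2 quantified homogeneously by HTRF with anti-IL-2 K and d2 conjugates.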
# Eya2 phos inh: inhibitors of human Eya2 phosphatase activity. O00167. recombinant Eya2, OMFP fluorescence dephosphorylation (OMFP is methylfluorescein phosphate). Potency, µM (series often up to 76.9 µM), inactives show at the highest dose activity, negative = inhibition, most hits filed as inhibitors. 0.006% of 330,000 active. AID 488837; also: potency is read from the fitted curve at half-maximal effect; % is scaled to controls: 0 for no effect and ±100 for the full control effect
# Target sequence (O00167 whole entry, looked up): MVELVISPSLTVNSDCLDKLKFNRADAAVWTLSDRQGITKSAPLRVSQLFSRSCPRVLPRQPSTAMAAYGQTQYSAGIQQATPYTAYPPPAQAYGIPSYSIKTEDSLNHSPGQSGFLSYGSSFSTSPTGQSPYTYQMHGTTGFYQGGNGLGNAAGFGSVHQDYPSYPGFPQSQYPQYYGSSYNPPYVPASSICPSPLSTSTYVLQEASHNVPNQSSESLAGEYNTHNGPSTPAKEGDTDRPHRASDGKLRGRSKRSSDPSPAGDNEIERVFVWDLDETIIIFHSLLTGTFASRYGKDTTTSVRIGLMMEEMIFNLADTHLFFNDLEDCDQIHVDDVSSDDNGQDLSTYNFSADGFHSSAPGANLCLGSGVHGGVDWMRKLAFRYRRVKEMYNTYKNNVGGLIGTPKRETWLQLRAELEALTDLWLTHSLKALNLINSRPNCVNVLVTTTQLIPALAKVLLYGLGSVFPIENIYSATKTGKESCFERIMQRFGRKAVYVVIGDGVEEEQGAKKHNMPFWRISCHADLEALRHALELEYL
#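 Eya2 protein (added as 0.2 uM solution) was preincubated with compound for 10 min at ambient temperature in 50 mM HEPES pH 7.5, 50 mM NaCl, 5 uM MgCl2, 0.05% BSA, 1 mM DTT. OMFP (added at 50 uM) then reacted 10 min; fluorescence read at 485/525 nm.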
# A-T KAP1 phos: potential ataxia-telangiectasia treatments restoring KAP-1 phosphorylation; […] A-T fibroblasts, KAP-1 phosphorylation AlphaLISA; neocarzinostatin DNA damage 30 min before lysis; Potency, µM (titrated, usually from 57.5 µM), inactives show at the top dose activation, actives largely listed as activators; 0.19% of 320,000 active; AID 485349; also: potency is read from the fitted curve at half-maximal effect; % of control where 0% means no effect; nearly all actives have a fitted effect of over 45% in size
#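 ATM-like activity read as KAP-1 phosphorylation via AlphaLISA donor/acceptor antibody pairs after lysis and 6 hr at 25C. Cells were ATM-null patient fibroblasts ([…], hTERT), dosed 60 min, then exposed to the DSB inducer NCS for 30 min.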
# Mito fusion yeast: mitochondrial division inhibition or fusion activation. S. cerevisiae fusion-defective mutant growth rescue, CellTiterGlo 48 h. Potency, µM (doses to about 46.1 µM), without a hit: at the highest dose growth rescue (activation), hits mostly activators. 0.23% of 320,000 active. AID 485298;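 also: potency is read from the fitted curve at half-maximal effect; % of control where 0% means no effect; nearly all actives have a fitted effect of over 45% in size; temperature-sensitive fusion mutants such as fzo1-1 at 37 °C on non-fermentable ethanol glycerol medium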
#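 Yeast fusion mutant, YPEG (non-fermentable carbon), compound, 48 h at 37C non-permissive; CellTiterGlo added, 10 min RT, luminescence read. Rescued growth = division inhibition.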
# KCNH2 3.1 block: blocks the human KCNH2 3.1 channel isoform; U2OS KCNH2 3.1, thallium flux FluxOr; hits give low values; activity change, % (tested at about 1.8 µM); 0.95% of 340,000 active; AID 720553;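 active = maximum activity change below -70%; inconclusive = maximum activity change from -70% to -50%; inactive = maximum activity change above -50%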;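 also: thallium influx rate constant from kinetic fluorescence after stimulation buffer; % is scaled to controls: 0 for no effect and ±100 for the full control effect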
#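 Steps: virus added to U2OS suspension (4 h, RT, dark); medium with 10% FBS added, cells plated, 37 C overnight; FluxOr/Red40 loading buffer 45 min RT; stimulation buffer, 2 min kinetic read; rate constant normalized.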
# TRPV1 agonist: agonists of human vanilloid receptor 1 (TRPV1). Q8NER1. TRPV1-expressing cells, Fluo-8 calcium influx, agonist mode. activation, % at 8.33 µM. 0.19% of 320,000 active; in the data active = activation above about 80%; inconclusive = between about 30% and that limit; also: 0% is about no effect
#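 Cells expressing TRPV1 were dye-loaded with Fluo-8 and read kinetically: 10 s baseline, 3 min after compound (agonist portion), then 2 min after EC20 capsaicin (allosteric enhancer portion). Calcium-bound dye fluorescence at 480/520 nm.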
# KCNH2 WT inh: blocks the wildtype human KCNH2 potassium channel; Q12809; U2OS, BacMam KCNH2, thallium flux FluxOr; hits give low values; activity change, % at 1.84 µM; 0.37% of 340,000 active;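 active = maximum activity change below -70%; inconclusive = maximum activity change between -70% and -50%; inactive = maximum activity change above -50%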; also: % is scaled to controls: 0 for no effect and ±100 for the full control effect
#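 U2OS cells transduced with wild-type KCNH2 virus are loaded with FluxOr dye for 45 min, and thallium flux is measured in kinetic reads before and after stimulation buffer. Rate constants are normalized to DMSO controls.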
# The depositor's hits bear a star; u = inconclusive; x = not tested or not shown; [ ] = remark or other dose. Unless noted, calls follow the shape of the dose curve; as a rule, active = well fitted curve in the direction sought with a large enough effect; inconclusive = small, poorly fitted or top-dose-only effect, or another doubt; inactive = no such curve, though single readings can be large; an effect the other way counts as inactive or inconclusive. An excerpt; count on the stated rates, not on these rows.
canonical_smiles	USP2a inh	Eya2 phos inh	TRPV1 agonist	Mito fusion yeast	KCNH2 3.1 block	ELG1 repair inh	TSHR antag	KCNH2 WT inh	A-T KAP1 phos	TCR activator
O=C(O)c1cc(O)c2c(c1)C(=O)c1cccc(O)c1C2=O	17%	24%	2	0%	-12	4%	-8	-8	-1%	2%
O=C(Nc1csc(Cc2c(Cl)cccc2Cl)n1)NN1CCOCC1	-1%	6%	1	3%	0	-8%	1	18	7%	6%
CC(C)Cn1c(N)c(C(=O)COC(=O)c2ccccc2Cl)c(=O)n(C)c1=O	-2%	-1%	0	-3%	1	u	-10	0	2%	6%
O=C(NC(=O)N1CCN(c2ccc([N+](=O)[O-])cn2)CC1)c1ccccc1F	1%	-1%	3	-3%	2	u	-1	-3	-9%	9%
COc1ccc(/C=N/Nc2ccccn2)cc1O	3%	-4%	28	-7%	-4	u	5	-3	-5%	-1%
O=C(NCCCNc1ccc(C(F)(F)F)cc1[N+](=O)[O-])c1ccc(F)cc1	6%	-13%	u	5%	-9	-3%	1	-1	-8%	-1%[46.1 µM]
O=C(CN1CCN(c2ccccc2)CC1)Nc1c(C(=O)C2CC2)oc2ccccc12	1%	-7%	0	-9%	-6	-8%	-2	2	1%	1%[46.1 µM]
CN(C)C(CNS(=O)(=O)c1ccc(F)cc1)c1cccnc1 (configuration not stated)	3%	15%	-4	-3%	0	15%	-5	-3	3%	-4%
Cc1cc(C)c(NC(=O)CN2CCN(C)CC2)c(C)c1	2%	-5%	-5	1%	-2	u	5	5	7%	-9%
Cc1ccc([N+](=O)[O-])cc1S(=O)(=O)N1CCN(C)CC1	3%	3%	2	-3%	-5	6%	6	-1	2%	1%
COc1ccc(C(=O)OCC(=O)N2CC(=O)Nc3ccccc32)cc1Br	1%	22%	-1	0%	3	-7%	1	-16	11%	3%
CCN(C(=O)c1cnc(NC(C)C)cc1C(F)(F)F)c1ccc(Cl)cc1	0%	0%	u	-2%	6	18µM*	-6	1	8%	-5%
C=CCNC(=O)c1oc2ccc(S(=O)(=O)N(CC)CC)cc2c1C	0%	-25%	25	3%	5	-15%	12	28	0%	-3%
COc1ccc(NC(=O)CCNC(=O)Cn2cnc3sc4c(c3c2=O)CCCC4)c(OC)c1	1%	13%	2	-4%	-14	u	21	5	-1%	2%
Cc1cc(NC(=O)c2ccc(C)c([N+](=O)[O-])c2)no1	0%	-8%	18	3%	-2	u	3	-2	0%	6%
COc1cc(-c2nnc(-c3cc(OC)c(OC)c(OC)c3)o2)cc(OC)c1OC	4%	-26%	0	-8%	7	8.2µM*	-16	10	1%	7%[46.1 µM]
CCC(C)(C)NC(=O)CN(CC1CCCO1)C(=O)CCC(=O)Nc1nccs1 (configuration not stated)	4%	8%	0	1%	14	1%	-6	0	-4%	2%
CCN(C(=O)c1ccc(S(=O)(=O)N2CCOCC2)cc1)C1CCS(=O)(=O)C1 (configuration not stated)	2%	10%	-1	2%	11	13%	1	17	13%	4%
CCCCn1c(CCC(=O)O)nc2cc(S(=O)(=O)N3CCCC3)ccc21	-2%	7%	x	x	-12	4%	27	-9	24%	-2%
O=C(CCn1nc(-c2ccc(Cl)cc2)ccc1=O)N1CCN(c2ccccc2)CC1	1%	u	-2	12%	2	u	0	-19	-4%	-2%

# Another view of some results above.
# Values run as follows: USP2a inh	Eya2 phos inh	TRPV1 agonist	Mito fusion yeast	KCNH2 3.1 block	ELG1 repair inh	TSHR antag	KCNH2 WT inh	A-T KAP1 phos	TCR activator
> Cc1cc(NC(=O)c2ccc(C)c([N+](=O)[O-])c2)no1
 : 0%	-8%	18	3%	-2	u	3	-2	0%	6%
> COc1cc(-c2nnc(-c3cc(OC)c(OC)c(OC)c3)o2)cc(OC)c1OC
 : 4%	-26%	0	-8%	7	8.2µM*	-16	10	1%	7%[46.1 µM]

# Additional entries follow.
canonical_smiles	USP2a inh	Eya2 phos inh	TRPV1 agonist	Mito fusion yeast	KCNH2 3.1 block	ELG1 repair inh	TSHR antag	KCNH2 WT inh	A-T KAP1 phos	TCR activator
COc1ccc(-c2nnnn2CCc2ccccc2)cc1	0%	-12%	0	4%	-5	u	21	-3	-1%	-2%
COc1ccc(C2C(C#N)=C(N)N(N(C)C)C3=C2C(=O)CC(C)(C)C3)cc1OC (configuration not stated)	8%	-2%	10	-6%	3	6%	4	0	-1%	-3%
Cc1ccsc1C(=O)NCCc1nnc2ccccn12	3%	9%	-1	-3%	3	u	21	-2	0%	-6%
O=C(Nc1nccs1)c1cc2sccc2n1Cc1ccc(Cl)cc1	1%	2%	3	1%	1	23%	45	-8	13%	4%
CCn1c(SCC(=O)Nc2c(C#N)cnn2-c2ccccc2)nnc1-c1cccs1	-1%	18%	3	-2%	-8	-3%	0	11	1%	2%
COc1ccc(-c2ccnc3nc(Sc4ncc(C(F)(F)F)cc4Cl)nn23)cc1	0%	0%	u	4%	12	-3%	12	14	0%	0%
CCOc1ccc(C2C3=C(Nc4nc(N)[nH]c(=O)c42)c2ccccc2C3=O)cc1 (configuration not stated)	0%	-18%	-1	-10%	7	-2%	-4	-5	-8%	-3%[46.1 µM]
COC(=O)C1=C(Cn2cnc3ccccc32)NC(=O)NC1c1cc(C)ccc1C (configuration not stated)	1%	-11%	0	-3%	-9	u	5	-3	4%	-4%
Cc1ccc(CN2CCC(c3cc(-c4ccc(Cl)cc4)n[nH]3)CC2)cc1	2%	-12%	-3	-20%	-102*	u	9	-84*	-5%	7%
CCCOC(=O)NC1C(NC(=O)OCCC)N(C)C(=O)N1C (configuration not stated)	-5%	-4%	-2	-3%	-3	0%	15	18	-11%	-12%
S=C(NCc1ccccn1)Nc1ccc(Cl)cc1Cl	3%	-2%	4	-8%	-1	u	0	-7	6%	-1%
FC(F)C(F)(F)c1cc(-c2ccc(Cl)cc2)n[nH]1	0%	-11%	-9	8%	13	u	-8	-4	3%	5%
O=c1[nH]n(-c2ccc([N+](=O)[O-])cc2)c(=O)c2ccccc12	1%	-8%	3	2%	-9	5%	3	-13	1%	3%
COCCNC(=O)CN(Cc1ccc(OC)cc1)C(=O)CCC(=O)Nc1nccs1	0%	4%	2	-1%	-1	7%	20	13	-4%	-11%
O=C1CC(SCCO)C(=O)N1c1ccccc1 (configuration not stated)	2%	26%	1	-6%	4	-21%	-5	-10	x	1%
COc1cc(C2CC(=O)Oc3cc4c(cc32)OCO4)cc(OC)c1OC (configuration not stated)	2%	-2%	x	x	10	u	5	4	-7%	1%[46.1 µM]
CN(C)/C(=N\S(=O)(=O)c1ccccc1)c1ccc(Cl)cc1	-2%	10%	4	-3%	7	-3%	0	17	7%	5%
COc1ccc(C(=O)C2C(c3ccc(-c4ccccc4[N+](=O)[O-])o3)NC(=O)NC2(O)C(F)(F)F)cc1 (configuration not stated)	0%	-7%	2	-2%	2	-25%	2	4	3%	-1%[46.1 µM]
CCn1c(SCC(=O)c2c[nH]c3ccccc23)nnc1-c1cccs1	2%	-1%	7	-3%	1	-18%	-13	14	8%	2%
CCCCN(C(=O)CN1C(=O)C2CCCCC2C1=O)c1c(N)n(CCCC)c(=O)[nH]c1=O (configuration not stated)	-1%	19%	0	-6%	-1	-1%	8	-2	-1%	-1%
CCOC(=O)C1CCN(C(=O)CN(c2ccc(OC)cc2)S(=O)(=O)c2c(C)noc2C)CC1	1%	-6%	x	0%	6	10%	5	-3	25%	-4%
c1ccc(-c2noc(CSc3nc4ccccc4o3)n2)cc1	1%	-10%	12	-1%	1	u	4	0	4%	-3%
COC(=O)c1ccccc1NC1OC(=O)c2ccccc21 (configuration not stated)	0%	-5%	4	-4%	6	2%	9	-6	9%	0%
CNS(=O)(=O)c1cccc(C(=O)OCC(=O)N(Cc2ccccc2)C(C)(C)C)c1	0%	7%	4	-2%	-6	-8%	8	-23	1%	8%
COc1ccccc1NC(=O)Cn1nnc(C(=O)NCc2ccc3c(c2)OCO3)c1N	2%	-2%	0	3%	-10	19%	17	-1	-2%	-3%
O=C(CSc1nnc(CNc2ccc(F)cc2)o1)N1CCCc2ccccc21	3%	9%	3	5%	12	-15%	-6	-3	0%	x
CCOC(=O)c1c(-c2ccccc2)nc2ccccn12	2%	-6%	8	-10%	-3	12%	-3	3	6%	1%
Cc1ccc(NC(=O)c2cc(NC(=O)c3ccco3)ccc2N2CCOCC2)cc1	3%	25%	19	-3%	-3	-30%	-3	-4	-2%	x
CC(=O)NS(=O)(=O)c1ccc(N=c2ssc3c2-c2ccc(C)cc2NC3(C)C)cc1	-2%	-6%	1	-1%	14	-12%	-11	-4	1%	-5%[46.1 µM]

# A few values from the results shown:
# `COc1ccccc1NC(=O)Cn1nnc(C(=O)NCc2ccc3c(c2)OCO3)c1N` @ ELG1 repair inh: 19%
# `CCOC(=O)c1c(-c2ccccc2)nc2ccccn12` @ Eya2 phos inh: -6%
# `CCOC(=O)C1CCN(C(=O)CN(c2ccc(OC)cc2)S(=O)(=O)c2c(C)noc2C)CC1` @ Eya2 phos inh: -6%
